HEK293 viab: GF-AFC viability counterscreen for inhibitors of alpha-synuclein gene (SNCA) expression; HEK-293-SNCA-luc viability, GF-AFC fluorescence, 24 h; Potency, µM (highest dose often 57.1 µM), for inactives: at the highest dose activity change, negative = cytotoxicity, usual class: cytotoxic; actives 0.12% (n = 150,000);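 further: 0% = DMSO-treated cells and -100% = medium-only wells without cells; nearly all actives have a fitted effect of over 30% in size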
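Cytotoxicity counterscreen: after 24 h compound treatment of genome-edited SNCA-luciferase HEK-293 cells, live-cell protease substrate GF-AFC read by fluorescence after 30 min; activity scaled between DMSO (0%) and medium-only (-100%), curves Hill-fitted.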
SNCA expr inh: Primary qHTS assay for inhibitors of alpha-synuclein gene (SNCA) expression; HEK-293 SNCA-luciferase knock-in, luminescence, 24 h; Potency, µM (series often up to 57.2 µM), for inactives: at the highest dose activity change, negative = inhibition, usual class: inhibitors; actives 0.17% (n = 140,000); AID 1671194, 2021;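 further: plate controls were DMSO cells for no effect and cell-free wells for full effect; nearly all actives have a fitted effect of over 45% in size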
Active calls of the source: *; ? = inconclusive; [ ] = another dose, or the depositor's remark. The call rests on the fitted dose curve; in most records, active means well fitted curve in the direction sought with a large enough effect; inconclusive means small, poorly fitted or top-dose-only effect, or another doubt; inactive means no such curve, though single readings can be large; an effect the other way counts as inactive or inconclusive. Potency means the concentration at half of the fitted maximal effect. This is a subset. The share of hits here may be higher or lower than overall.

# | smiles | HEK293 viab | SNCA expr inh
1 | Cc1noc(C)c1C(=O)N1CCC2(CC1)CN(c1ccccc1)C2 | -9% | 2%
2 | CS(=O)(=O)N1CCC[C@@]2(CCN(C(=O)Nc3cccc(C#N)c3)C2)C1 | -2% | -7%
3 | COCCn1c(=O)c(-c2cccs2)nc2cnc(N3CCNCC3)nc21 | ? | 18%
4 | O=C(c1ccncc1)N1CCC2(CC1)CN(c1ccc(-c3ccccc3)cc1)C2 | -16% | ?
5 | O=C(c1ccncc1)N1CCC[C@@]2(CCN(Cc3ccncc3)C2)C1 | 9% | -1%
6 | Cc1noc(C)c1-c1cc(Nc2ccc(F)cc2)ncn1 | 4% | 7%
7 | Cc1ccccc1-c1ccc2ncnc(N3CCNCC3)c2c1 | -3% | -7%
8 | CNc1ncncc1-c1ccc(C(=O)N(C)C)cc1 | 3% | -25%
9 | Cc1nc2cnc(N3CCNCC3)nc2n(Cc2cccs2)c1=O | -11% | 27%
10 | COc1ccc(-n2c(=O)c(C)nc3cnc(OC)nc32)cc1 | -14% | 9%
11 | O=C(c1cnccn1)N1CCC2(CC1)CN(c1ncccn1)C2 | 2% | 0%
12 | O=c1cnc2cnc(Oc3cccc(Cl)c3)nc2n1Cc1ccc(F)cc1 | -13% | ?
13 | N#Cc1ccc(CN2CCCC3(CCN(C(=O)c4csnn4)CC3)C2)cc1 | -5% | 4%
14 | COc1ccc(Oc2ncc3nc(-c4cccs4)c(=O)n(CCC#N)c3n2)cc1 | -4% | ?
15 | Cn1cccc1C(=O)N1CCC2(CCCN(C(=O)Nc3cccc(F)c3)C2)CC1 | ? | -25%
16 | COc1ccccc1CNc1ncnc2ccc(-c3cccc(C#N)c3)cc12 | -1% | -14%
17 | Cc1nc2cnc(N3CCNCC3)nc2n(-c2ccccc2)c1=O | -22% | -27%
18 | COc1ccc(NC(=O)N2CCC3(CC2)CCN(C(=O)c2ccco2)CC3)cc1 | -9% | 7%
19 | COc1cccc(Cn2c(=O)c(-c3cccc(C#N)c3)nc3cnc(OC)nc32)c1 | -2% | -12%
20 | Cc1noc(C)c1-c1nccc(Nc2ccc(F)cc2)n1 | -14% | -3%
21 | O=C(c1ccco1)N1CCC2(CC1)CN(c1cccc(-c3ccccc3)c1)C2 | -20% | -20%
22 | COc1cccc(Nc2ncc3nc(CCc4ccccc4)c(=O)n(C4CC4)c3n2)c1 | ? | 59%[activator]
23 | N#Cc1ccc(CN2CCCC3(CCN(C(=O)c4cc(C(F)(F)F)cc(C(F)(F)F)c4)CC3)C2)cc1 | -10% | 8%
24 | COc1cccc(Cn2c(=O)c(C)nc3cnc(N4CCNCC4)nc32)c1 | -21% | 23%
25 | O=S(=O)(c1ccccc1)N1CCC2(CC1)CN(c1ncccn1)C2 | 3% | -28%

# | smiles | HEK293 viab | SNCA expr inh
26 | COCCn1c(=O)c(-c2ccc(Cl)cc2)nc2cnc(Nc3ccccc3)nc21 | 8% | -5%
27 | COCC(=O)N1CCC2(CC1)CCN(c1ccncc1)CC2 | 7% | 3%
28 | CN1CCN(c2nc(-c3cccc(C#N)c3)nc3ccccc23)CC1 | -16% | 16%
29 | Clc1ccccc1-c1ccc2ncnc(NCCN3CCOCC3)c2c1 | 1% | -3%
30 | CN(C)Cc1ccccc1-c1nccc(Nc2ccc(F)cc2)n1 | 8% | 15%
31 | Cc1ccccc1-c1nccc(NCc2cccs2)n1 | 0% | 36%[activator]
32 | O=C(c1cc(C(F)(F)F)cc(C(F)(F)F)c1)N1CCC2(CC1)CCN(c1ncccn1)CC2 | -15% | -19%
33 | O=c1cnc2cnc(N3CCOCC3)nc2n1Cc1ccc(F)cc1 | -21% | -13%
34 | O=C(c1cnccn1)N1CCC2(CCCN(c3ccncc3)C2)CC1 | -10% | -7%
35 | Cc1cnc(CNc2ncnc3ccc(-c4cccc(C#N)c4)cc23)cn1 | -8% | 3%
36 | COC(=O)N1CCC[C@@]2(CCN(C(c3ccccc3)c3ccccc3)C2)C1 | 3% | -5%
37 | CN(C)c1ncc2nc(-c3ccc(F)cc3)c(=O)n(C)c2n1 | ? | 175%[activator]
38 | CCNc1ncc2nc(-c3ccc(OC)cc3)c(=O)n(C)c2n1 | 13% | 102%[activator]
39 | N#Cc1ccc(CN2CCC3(CC2)CCN(C(=O)c2cnccn2)CC3)cc1 | -2% | -17%
40 | CN1CC[C@@]2(CCCN(C(=O)c3cccc(F)c3)C2)C1 | -12% | ?
41 | O=c1c(-c2cccs2)nc2cnc(N3CCOCC3)nc2n1Cc1cccs1 | ? | -12%
42 | N#CCCn1c(=O)c(CCc2ccccc2)nc2cnc(N3CCOCC3)nc21 | -2% | 51%[activator]
43 | CN(C)c1ccc(-c2cncnc2-n2ccnc2)cc1 | 8% | -20%
44 | COc1cccc(-c2ccc3ncnc(N4CCOCC4)c3c2)c1 | -20% | 64%[activator]
45 | COCCn1c(=O)c(-c2cccc(C#N)c2)nc2cnc(N3CCOCC3)nc21 | ? | 1%
46 | O=S(=O)(c1ccccc1)N1CCC2(CCCN(c3ccncc3)C2)CC1 | -5% | 1%
47 | CN(C)c1ccc(-c2ccc3ncnc(-n4ccnc4)c3c2)cc1 | ? | ?
48 | Cc1cnc(CNc2ccnc(-c3ccc(N(C)C)cc3)n2)cn1 | -3% | 56%[activator]
49 | Cc1ccccc1-c1nc(NCc2cccnc2)c2ccccc2n1 | -8% | -8%
50 | O=C(c1cccc(F)c1)N1CCC2(CC1)CN(c1ccccn1)C2 | ? | 14%

# | smiles | HEK293 viab | SNCA expr inh
51 | CC(=O)NCCNc1nc(-c2c(C)noc2C)nc2ccccc12 | -8% | 16%
52 | CN(C)Cc1ccccc1-c1nc(N2CCOCC2)c2ccccc2n1 | ? | -27%
53 | Cc1cnc(CNc2ncnc3ccc(-c4ccc(C(=O)N(C)C)cc4)cc23)cn1 | -4% | 3%
54 | COc1ccc(-n2c(=O)c(-c3ccccc3)nc3cnc(N4CCOCC4)nc32)cc1 | 17% | 37%[activator]
55 | Cc1ccccc1-c1nc(N(C)C)c2ccccc2n1 | -1% | 38%[activator]
56 | CC(=O)NCCNc1ccnc(-c2ccccc2C)n1 | -8% | -3%
57 | COCCn1c(=O)c(-c2cn(C)c3ccccc23)nc2cnc(N3CCNCC3)nc21 | ? | 39%[activator]
58 | c1ccc2c(N3CCNCC3)nc(-c3ccoc3)nc2c1 | 2% | -7%
59 | CN(C)c1ncc2nc(CCc3ccccc3)c(=O)n(Cc3ccc(F)cc3)c2n1 | 0% | -3%
60 | N#Cc1ccc(CN2CCC3(CC2)CCN(C(=O)c2csnn2)CC3)cc1 | ? | 16%
61 | O=C(c1csnn1)N1CCC2(CC1)CN(Cc1cc(C(F)(F)F)cc(C(F)(F)F)c1)C2 | -2% | -17%
62 | O=C(Oc1ccccc1)N1CCC2(CC1)CCN(c1ccccn1)CC2 | -10% | 10%
63 | O=C(c1cnccn1)N1CCC2(CCCN(c3ccccn3)C2)CC1 | -8% | -9%
64 | CN(C)c1ncc2nc(-c3ccc(F)cc3)c(=O)n(CCC#N)c2n1 | ? | -25%
65 | COc1ccc(C(=O)N2CCC[C@@]3(CCN(C(=O)Nc4ccccc4)C3)C2)cc1 | ? | ?
66 | O=c1c(-c2ccccc2)nc2cnc(N3CCOCC3)nc2n1C1CC1 | ? | 6%
67 | O=C(c1cccc(F)c1)N1CCC2(CCCN(c3ccncc3)C2)CC1 | 8% | -11%
68 | Fc1ccc(Nc2ccnc(-c3ccoc3)n2)cc1 | -6% | 110%[activator]
69 | O=c1c(-c2ccc(Cl)cc2)nc2cnc(N3CCNCC3)nc2n1Cc1ccc(F)cc1 | ? | 2%
70 | Cc1ccccc1-c1nc(N2CCNCC2)c2ccccc2n1 | -12% | 35%[activator]
71 | COc1cccc(-c2cc(NCc3ccc(OC)cc3OC)ncn2)c1 | -5% | 90%[activator]
72 | COc1cccc(Cn2c(=O)c(-c3ccc(F)cc3)nc3cnc(OC)nc32)c1 | 4% | -1%
73 | O=C(c1ccncc1)N1CCC2(CC1)CCN(C(c1ccccc1)c1ccccc1)CC2 | -1% | -8%
74 | COCCn1c(=O)c(-c2ccccc2)nc2cnc(N3CCN(C)CC3)nc21 | ? | -16%
75 | FC(F)(F)c1ccccc1-c1cc(NCc2ccccc2)ncn1 | -3% | -4%

# | smiles | HEK293 viab | SNCA expr inh
76 | COCCn1c(=O)c(-c2cn(C)c3ccccc23)nc2cnc(N3CCOCC3)nc21 | -3% | -9%
77 | CN1CCN(c2ncc3ncc(=O)n(CCc4ccccc4)c3n2)CC1 | -12% | -8%
78 | O=c1c(-c2cccs2)nc2cnc(N3CCNCC3)nc2n1C1CC1 | ? | -2%
79 | c1ccc2c(NC3CCNCC3)nc(-c3ccoc3)nc2c1 | -9% | 10%
80 | COc1ccc(-c2nc3cnc(N(C)C)nc3n(Cc3cccs3)c2=O)cc1 | ? | 56%[activator]
81 | CN1CCN(c2ncc3nc(-c4cccc(C#N)c4)c(=O)n(CCc4ccccc4)c3n2)CC1 | -8% | ?
82 | CN1CCN(c2ncc3nc(CCc4ccccc4)c(=O)n(Cc4ccc(F)cc4)c3n2)CC1 | -17% | -4%
83 | CCNc1ncc2nc(-c3cc(F)cc(F)c3)c(=O)n(-c3ccccc3)c2n1 | 10% | 7%
84 | O=C(c1ccncc1)N1CCC[C@@]2(CCN(c3ccncc3)C2)C1 | -9% | 25%
85 | CCNc1ncc2nc(CCc3ccccc3)c(=O)n(Cc3ccc(F)cc3)c2n1 | -3% | -1%
86 | Cc1ccccc1-c1nc(-n2ccnc2)c2ccccc2n1 | ? | -31%
87 | COc1ccccc1CN1CCC2(CC1)CCN(C(=O)c1csnn1)CC2 | -10% | -3%
88 | COc1cccc(Cn2c(=O)c(CCc3ccccc3)nc3cnc(N(C)C)nc32)c1 | -12% | 38%[activator]
89 | Cc1cnc(CNc2cc(-c3ccccc3CN(C)C)ncn2)cn1 | -5% | 14%
90 | N#Cc1cccc(-c2ccc3ncnc(NCc4cccs4)c3c2)c1 | -13% | -6%
91 | Cc1noc(C)c1C(=O)N1CCC2(CC1)CCN(c1ccncc1)CC2 | 9% | -4%
92 | COc1ccccc1-c1nccc(NCc2cccnc2)n1 | 0% | -7%
93 | O=C(c1ccncc1)N1CCC2(CC1)CN(c1ccccc1)C2 | -2% | 3%
94 | COc1cccc(Cn2c(=O)c(C)nc3cnc(N4CCN(C)CC4)nc32)c1 | -17% | 0%
95 | CN1CCN(c2ncc3nc(-c4ccccc4)c(=O)n(Cc4ccc(F)cc4)c3n2)CC1 | -3% | -25%
96 | CC(=O)N1CCC[C@@]2(CCN(Cc3cc(C(F)(F)F)cc(C(F)(F)F)c3)C2)C1 | -34% | 18%
97 | Cc1noc(C)c1C(=O)N1CCC[C@@]2(CCN(Cc3ccc(C#N)cc3)C2)C1 | 4% | 33%[activator]
98 | CS(=O)(=O)N1CCC2(CC1)CN(c1ncccn1)C2 | -1% | -1%
99 | COc1ccc(CNc2ncncc2-c2c(C)noc2C)c(OC)c1 | 2% | 0%
100 | O=S(=O)(c1ccccc1)N1CCC2(CCCN(C(c3ccccc3)c3ccccc3)C2)CC1 | 6% | -5%

Reprinted from the part before: 3 entries, then new ones.
# | smiles | HEK293 viab | SNCA expr inh
98 | CS(=O)(=O)N1CCC2(CC1)CN(c1ncccn1)C2 | -1% | -1%
99 | COc1ccc(CNc2ncncc2-c2c(C)noc2C)c(OC)c1 | 2% | 0%
100 | O=S(=O)(c1ccccc1)N1CCC2(CCCN(C(c3ccccc3)c3ccccc3)C2)CC1 | 6% | -5%
101 | Cc1noc(C)c1-c1nc(NCCN2CCOCC2)c2ccccc2n1 | ? | -16%
102 | O=C(Nc1ccccc1)N1CCC2(CC1)CCN(C(=O)c1ccco1)CC2 | -12% | 37%[activator]
103 | O=c1c(-c2cc(F)cc(F)c2)nc2cnc(N3CCNCC3)nc2n1CCc1ccccc1 | ? | ?
104 | O=S(=O)(c1ccccc1)N1CCC2(CC1)CN(C(c1ccccc1)c1ccccc1)C2 | -9% | -8%
105 | COCCn1c(=O)c(-c2ccc(OC)cc2)nc2cnc(N3CCOCC3)nc21 | ? | -15%
106 | COc1ccc(C(=O)N2CCC[C@@]3(CCN(Cc4ccncc4)C3)C2)cc1 | -16% | 14%
107 | COCCn1c(=O)c(-c2ccc(OC)cc2)nc2cnc(N3CCNCC3)nc21 | ? | 0%
108 | Clc1ccccc1-c1nccc(NCCN2CCOCC2)n1 | 0% | 70%[activator]
109 | COCC(=O)N1CCC2(CC1)CN(C(=O)Nc1ccc(OC)cc1)C2 | 5% | 6%
110 | Cc1cnc(CNc2ncncc2-c2ccccc2C#N)cn1 | -1% | -11%
111 | COc1ccc(Oc2ncc3nc(CCc4ccccc4)c(=O)n(C[C@H]4CCCO4)c3n2)cc1 | -15% | -1%
112 | COCCNc1ncncc1-c1ccccc1OC | -4% | 25%
113 | COc1cccc(-c2cncnc2NCc2cccnc2)c1 | 3% | -25%
114 | CN(Cc1ccco1)c1cc(-c2ccoc2)ncn1 | -12% | 5%
115 | CC(C)NC(=O)N1CC[C@@]2(CCCN(S(=O)(=O)c3ccccc3)C2)C1 | -2% | 34%[activator]

Whole records as entered above.
Results for `CC(C)NC(=O)N1CC[C@@]2(CCCN(S(=O)(=O)c3ccccc3)C2)C1` = HEK293 viab = -2%; SNCA expr inh = 34%[activator]
Results for `COCCNc1ncncc1-c1ccccc1OC` = HEK293 viab = -4%; SNCA expr inh = 25%

From PubChem
